Screens from PubChem.
APOBEC3A inh: inhibitors of human APOBEC3A DNA deaminase; 330,000 tested, 0.41% active; inhibition, % at 20 µM; P31941; recombinant A3A, FAM/TAMRA ssDNA deamination fluorescence;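 active = at least 40% inhibition at 20 µM here, with at most 30% in a related deaminase screen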;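 note: plate controls were A3A with DMSO for no effect and wells lacking A3A enzyme for full effect; some results filed as inactive read as strong as hits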
mIAP inh: blocks mouse intestinal alkaline phosphatase; 330,000 tested, 0.2% active; purified mouse IAP, CDP-Star luminescence, 30 min; AID 2806; inhibition, % at 10 µM;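 active = inhibition of at least 40% at 10 µM in the primary screen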;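 note: plate controls were DMSO with enzyme for no effect and no enzyme wells for full effect; values of inactives mirror those of a sister screen read the other way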
hIAP activ: human IAP activation; activation factor at 10 µM; purified human IAP, CDP-Star luminescence, 30 min; stronger effect = higher value; 1 = vehicle-only enzyme, 0 = enzyme-free background; 330,000 tested, 0.16% active; P09923;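 active = activation factor of the enzyme at least 2-fold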; note: the source names both 10 and 20 µM as test concentration; values of inactives mirror those of a sister screen read the other way
Target sequence (P09923 whole entry, looked up): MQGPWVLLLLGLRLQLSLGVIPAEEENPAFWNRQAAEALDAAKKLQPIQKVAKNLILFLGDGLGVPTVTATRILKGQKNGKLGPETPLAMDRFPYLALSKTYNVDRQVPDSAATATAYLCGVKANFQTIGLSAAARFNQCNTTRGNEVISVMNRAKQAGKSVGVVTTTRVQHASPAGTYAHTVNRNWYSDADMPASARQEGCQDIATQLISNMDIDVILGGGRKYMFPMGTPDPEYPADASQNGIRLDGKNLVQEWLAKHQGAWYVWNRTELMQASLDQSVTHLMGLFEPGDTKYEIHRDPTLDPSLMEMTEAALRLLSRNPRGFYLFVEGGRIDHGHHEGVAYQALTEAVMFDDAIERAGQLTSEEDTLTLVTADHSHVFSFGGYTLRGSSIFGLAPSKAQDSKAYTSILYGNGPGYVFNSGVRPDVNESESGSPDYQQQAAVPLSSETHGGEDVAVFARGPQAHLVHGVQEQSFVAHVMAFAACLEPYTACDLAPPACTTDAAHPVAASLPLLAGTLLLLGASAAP
APOBEC3G inh: blocks human APOBEC3G single-stranded DNA deamination. recombinant A3G, ssDNA deamination FAM/TAMRA fluorescence. inhibition, % at 20 µM. 330,000 tested, 0.28% active. Q9HC16;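 active = inhibition of at least 40% at 20 µM, with no more than 30% in the related APOBEC3A deaminase screen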;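 note: plate controls were DMSO wells with A3G for no effect and wells lacking A3G enzyme for full effect; some compounds called inactive have numbers as strong as hits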
MIN6 prolif: MIN6 beta-cell proliferation induction | MIN6 cells proliferation, ATPlite luminescence, 48 h; cells starved in 0.2% serum; 100% = growth in 10% serum | proliferation, % at 10 µM | 330,000 tested, 0.29% active;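 active = compounds whose signal lies at least 3.5 SD above the mean of all wells on their plate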;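 note: 0% = DMSO-treated cells in low-serum medium and 100% = 10% serum control; some compounds called inactive have numbers as strong as hits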
ATG4B inhibitor: blocks human ATG4B protease cleavage of LC3 substrate | Q9Y4P1 | ATG4B cleavage of LC3-PLA2, NBD-HPC fluorescence, 1 h | inhibition, % at 8.33 µM | 340,000 tested, 0.51% active; in the data active = inhibition above about 40%
Target sequence (Q9Y4P1 whole entry, looked up): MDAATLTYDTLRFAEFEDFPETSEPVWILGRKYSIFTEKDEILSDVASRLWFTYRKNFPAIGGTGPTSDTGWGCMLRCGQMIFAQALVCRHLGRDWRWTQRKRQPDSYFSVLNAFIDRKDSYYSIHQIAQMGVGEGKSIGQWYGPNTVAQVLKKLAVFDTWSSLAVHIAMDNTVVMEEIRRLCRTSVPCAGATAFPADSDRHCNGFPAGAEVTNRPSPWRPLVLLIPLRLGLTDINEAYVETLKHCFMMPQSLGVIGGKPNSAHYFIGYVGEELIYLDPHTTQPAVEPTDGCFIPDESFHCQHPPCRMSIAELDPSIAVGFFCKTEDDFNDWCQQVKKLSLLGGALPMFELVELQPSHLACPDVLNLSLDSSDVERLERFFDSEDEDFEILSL
hIAP inh: blocks human intestinal alkaline phosphatase | P09923 | purified IAP, CDP-Star luminescence, 30 min | inhibition, % at 10 µM | 330,000 tested, 0.12% active;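 active = inhibition reaching a set limit with compound at 10 µM in the primary screen, cut at about 35% in these data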;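 note: plate controls were DMSO wells with enzyme for no effect and no-enzyme buffer wells for full effect; values of inactives mirror those of a sister screen read the other way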
MPTP inh: inhibitors of mitochondrial permeability transition pore | isolated mouse mitochondria, Ca2+ swelling absorbance, 30 min | inhibition, % at 10 µM | 360,000 tested, 1.4% active | AID 602449;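 active = inhibition of 50% or more, scaled per plate between neutral and stimulator controls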;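 note: 0% = DMSO wells given calcium and 100% = 1 mM EGTA wells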
mIAP activ: mouse IAP activation | 330,000 tested, 0.24% active | activation factor at 10 µM | muIAP, CDP-Star luminescence, 30 min; stronger effect = higher value; 1 = vehicle-only enzyme signal, 0 = enzyme-free wells;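 active = activation factor of at least 2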; note: the source names both 10 and 20 µM as test concentration; values of inactives mirror those of a sister screen read the other way
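Assay system: mouse IAP enzyme / Compound: DMSO-dissolved test compounds / Timing: 30 min, room temperature / Measured by: luminescence from enzymatic CDP-Star hydrolysis / Control set: DMSO-only wells, enzyme-free buffer wells as negative control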
* = called active by the depositor; nt = not tested or not shown.

Order of values – APOBEC3A inh	mIAP inh	hIAP activ	APOBEC3G inh	MIN6 prolif	ATG4B inhibitor	hIAP inh	MPTP inh	mIAP activ
S=c1[nH]nc(COc2ccccc2)n1/N=C/c1cccs1
    2	-2	1	19	0	-6	-1	1.6	1
O=C(Cn1nc(-c2ccco2)ccc1=O)Nc1ccc(Cl)c(Cl)c1
    -4	11	0.94	-7	0	1	6	-3.4	0.89
C=CCN(c1ccc(C(=O)Nc2ccc3c(c2)n(C)c(=O)n3C)cc1)S(C)(=O)=O
    -2	0	1.2	-1	-2	-8	-24	1.9	1
O=C(O)C1CCCCC1C(=O)Nc1ccc(Cl)cc1 (stereo not drawn)
    0	7	0.84	-7	-3	17	16	2.2	0.93
CCn1c(C(=O)Nc2ccsc2C(=O)OC)cc2sc(Cl)cc21
    1	16	0.8	4	-6	-4	20	2.1	0.84
COc1ccc(-n2c(/C=C3\C(=O)N(C)c4ccccc43)nc3ccccc3c2=O)cc1
    3	6	0.98	2	-4	-4	2	2.0	0.94
CN(Cc1cnn(C)c1)C(=O)C1CCC(=O)N(Cc2cccc(C(F)(F)F)c2)C1 (stereo not drawn)
    -3	0	1.1	-5	-1	-6	-14	1.2	0.99
Cc1[nH]c(=S)sc1Cc1ccc(Cl)c(Cl)c1
    0	14	0.93	-6	0	nt	7	nt	0.85
O=C(COC(=O)c1ccccc1)Nc1cccc(S(=O)(=O)N2CCOCC2)c1
    -1	-12	0.95	-3	1	-11	5	-0.6	1.1
O=S(=O)(NCC1OCCc2ccccc21)c1ccc(S(=O)(=O)N2CCOCC2)cc1 (stereo not drawn)
    -6	-4	1	-5	-3	4	0	0.4	1
CCOc1ccccc1NC(=O)CCNS(=O)(=O)c1ccc2[nH]c(=O)oc2c1
    0	37	0.94	2	-3	-10	6	-1.5	0.63
Cc1cc(C)nc(NS(=O)(=O)c2ccc(NC(=O)CSc3nc4ccccc4[nH]3)cc2)n1
    -2	10	0.91	-3	-1	3	9	-0.5	0.9
O=C(COc1ccc2ccccc2c1)N1c2ccccc2Sc2ccccc21
    -2	0	0.97	-5	-6	-14	3	0.9	1
COc1cccc(NC(=O)COC(=O)COc2cccc3c2OC(C)(C)C3)c1
    0	0	0.96	0	2	2	4	-0.8	1
COc1ccc(C(=O)NC(=S)NNC(=O)c2ccc3ccccc3n2)cc1
    -2	25	1.3	-2	-3	-10	-25	11	0.75
CCc1cccc(NC(=O)c2ccc(Cn3nc(C)cc3C)o2)c1
    -1	7	1	-7	0	0	-2	-3.3	0.93
Cc1nc(C)c(-c2csc(NCc3ccco3)n2)s1
    3	16	0.96	-2	0	-1	4	1.2	0.84
COC(=O)c1ccccc1NC(=O)CCn1c(=O)oc2ccccc21
    -3	-3	0.98	-12	-4	-3	2	-1.5	1
COc1ccc(-c2nn(-c3ccccc3)cc2C(=O)NCCCn2ccnc2)cc1
    -3	-46	0.91	7	-4	-19	9	-0.6	1.5
Cc1ccc2c(c1)cc(CN(Cc1ccco1)S(=O)(=O)c1ccccc1)c1nnnn12
    -5	8	1.1	-6	-1	-1	-6	8.7	0.92
Cc1ccc(NC(=O)CCC(=O)N2CCOc3ccccc32)c(Cl)c1
    -3	-9	0.87	-7	1	-6	13	-2.6	1.1
O=C(NCc1ccccc1)C(c1cccs1)N(C(=O)c1csnn1)C1CC1 (stereo not drawn)
    -5	-3	1.2	-5	-3	-3	-23	-0.6	1
O=C(COC(=O)c1ccc(O)cc1)Nc1cc(S(=O)(=O)N2CCOCC2)ccc1Cl
    0	-8	1.2	-2	-4	-9	-17	-0.2	1.1
CCCOc1ccc(N2C(=O)CC(N3CCN(c4ccc([N+](=O)[O-])cc4)CC3)C2=O)cc1 (stereo not drawn)
    19	-2	1	0	-4	-3	-1	1.1	1
COc1ccc(NC(=O)C2CC2)cc1S(=O)(=O)N1CCOCC1
    -1	-4	0.92	-2	-5	4	8	-0.1	1
CC(C)(NO)/C(=N/O)c1cccs1
    2	1	0.91	-8	1	1	9	0.1	0.99
CCC1(c2ccccc2)NC(=O)N(CC(=O)Nc2nnc(C3CC3)s2)C1=O (stereo not drawn)
    0	8	0.8	-6	-4	8	20	-0.7	0.93
COc1cc(/C=N/NC2=NS(=O)(=O)c3ccccc32)cc(OC)c1OC
    -5	14	0.93	-7	4	2	8	-0.2	0.86
Cn1c(-c2ccc(Cl)nc2)nc2cc(Cl)ccc21
    -2	-12	1	-4	-2	4	-2	0.5	1.1
CC(=C/c1ccccc1)/C=N/NC(=O)c1cc(C)oc1C
    -1	5	1.1	-3	0	6	-5	3.7	0.95
Cc1cccc(N(CC(=O)NC2CCCC2)C(=O)c2nsc(Cl)c2Cl)c1C
    -1	3	1.1	-8	-2	15	-13	1.0	0.97
COc1ccc(CN2CCN(CC(=O)Nc3ccccc3C(=O)NC3CC3)CC2)cc1F
    -3	12	0.94	-10	4	-58	6	-1.2	0.89
Cc1ccc(C(=O)N/C(=C/c2ccccc2F)C(=O)NCCCn2ccnc2)cc1
    -3	2	0.98	-6	-3	-5	2	-2.0	0.98
CCOc1ccc(NC(=O)CC2SC(=O)N(c3ccccc3)C2=O)cc1 (stereo not drawn)
    -3	6	0.93	-3	-1	11	7	0.5	0.94
COC(=O)C1Cc2ccccc2CN1S(=O)(=O)c1ccc(C)cc1 (stereo not drawn)
    4	-11	1.1	6	-4	-1	-6	-0.9	1.1
O=C(c1ccc2ccccc2c1)N1CCN(c2ccccn2)CC1
    2	14	0.81	-1	-1	1	19	0.6	0.86
S=c1[nH]c2cc(Cl)ccc2s1
    -4	0	0.84	10	-2	-11	16	9.6	1
O=C(CN1CCN(CC(=O)Nc2ccc(F)cc2)CC1)NCC1(N2CCOCC2)CCCCC1
    0	4	1	-1	-4	-21	-2	-1.6	0.96
CCOC(=O)N1CCN(C(=O)c2ccc(OC)c(S(=O)(=O)N3CCOCC3)c2)CC1
    -1	2	1	-6	2	-1	-2	0.6	0.97
CCCC(=O)NC(NC(=S)Nc1ccc(S(N)(=O)=O)cc1)C(Cl)(Cl)Cl (stereo not drawn)
    -2	-2	1.1	-5	1	-5	-6	0.5	1
C#CCOCCOCCOCCNc1nc(N2CCN(C(=O)CCCCCCCCCCNC(=O)[C@@H]([C@H](C)O)n3cc(C)nn3)CC2)nc(N2CCN(C(=O)CCCCCCCCCCNC(=O)[C@@H]([C@H](C)O)n3cc(C)nn3)CC2)n1
    5	-18	1.3	12	-9	-36	-32	-0.4	1.2
CCc1nnc(NC(=O)c2cc(S(=O)(=O)N3CCCCC3)ccc2N2CCOCC2)s1
    -5	-13	1.2	-7	1	-8	-15	0.3	1.1
CCN(CC)S(=O)(=O)c1cc(NC(=O)Cn2cnc3ccccc3c2=O)ccc1C
    -3	-8	0.97	-7	-2	-4	2	-1.3	1.1
Cc1nn(C)cc1/C=N\NC(=O)c1csc2c1CCCC2
    13	-5	0.92	4	-2	13	8	0.1	1.1
CCN(CC)CCOC(=O)C1c2ccccc2Oc2ccccc21
    -2	-5	1.1	-3	-2	-15	-5	0.7	1.1
COc1ccccc1-n1nnnc1SC(C)C(=O)NC1CCCC1 (stereo not drawn)
    -1	5	0.92	-5	3	-6	8	0.5	0.95
Cc1ccc(OCC(=O)NCCS(=O)(=O)N2CCN(c3ccccc3)CC2)cc1
    -4	2	1.1	-10	1	3	-12	-1.9	0.98
COCCCNC(=O)c1c(F)c(F)c(F)c(F)c1F
    -2	-1	1.1	-4	-3	-11	-9	0.8	1
CCOC(=O)c1nn(-c2ccccc2C)c(=O)c2c(N)scc12
    1	8	1.1	29	0	-6	-10	-0.2	0.93
CCN(CC)C(=O)c1ccc(NS(=O)(=O)c2ccc3[nH]c(=O)[nH]c3c2)cc1
    0	6	0.86	-7	-1	-1	14	0.0	0.94
COc1ccc(CC(=O)Nc2ccc(OC)c(NC(=O)c3ccco3)c2)cc1
    0	4	0.82	-1	-1	-12	18	0.3	0.96
CCN(CC)c1ccc(C(=O)OCC(=O)Nc2cccc(S(=O)(=O)NC3=NCCCCC3)c2)cc1
    -5	-34	1	-2	0	-7	-4	-0.8	1.3
CCOC(=O)CCP(=O)(O)C(O)(c1ccccc1)c1ccccc1
    -7	-3	1.2	-5	-3	-4	-17	-1.7	1
CC(=O)N(CN1C(=O)C2CC=CCC2C1=O)c1cccc(Cl)c1 (stereo not drawn)
    -4	-1	0.86	-11	0	8	14	-1.0	1
O=C(CN1CCN(Cc2ccccc2)CC1)N/N=C/c1ccc(Br)s1
    -4	-6	1.1	-2	1	-5	-10	2.4	1.1
CC1=NN(c2ccccc2)C(=O)/C1=C\c1cc(C)n(-c2cccnc2)c1C
    3	17	0.93	2	-2	2	7	0.1	0.83
c1ccc(CSc2nnc(-c3cccs3)o2)cc1
    2	3	0.93	-3	0	11	7	0.1	0.97
COC(=O)c1cn(NC(=O)C2CCCCC2)c(=O)c2ccccc12
    1	1	1.1	-3	-2	-13	-5	1.3	0.99
N#Cc1nc(COc2ccccc2Cl)oc1N1CCCCCC1
    5	6	1	0	0	1	-3	0.5	0.94
CCCOc1ccc(N2C(=O)C/C(=C\c3ccccc3)C2=O)cc1
    -2	-2	0.91	0	-3	1	10	2.4	1

Part of the list above, reduced to MIN6 prolif and ATG4B inhibitor.
| mol | MIN6 prolif | ATG4B inhibitor |
| --- | --- | --- |
| c1ccc(CSc2nnc(-c3cccs3)o2)cc1 | 0 | 11 |
| COC(=O)c1cn(NC(=O)C2CCCCC2)c(=O)c2ccccc12 | -2 | -13 |

(list continues)
Order of values – APOBEC3A inh	mIAP inh	hIAP activ	APOBEC3G inh	MIN6 prolif	ATG4B inhibitor	hIAP inh	MPTP inh	mIAP activ
CC1NC(=O)NC1CCCCCC(=O)NCCc1ccccc1 (stereo not drawn)
    -2	-20	0.97	-7	-4	-27	3	0.3	1.2
CCC(C)(C)NC(=O)C(c1cccn1C)N(C(=O)Cn1nnc2ccccc21)c1ccc(NC(C)=O)cc1 (stereo not drawn)
    -2	0	1.1	-5	3	1	-7	-0.2	1
COC(=O)CNC(=O)COC(=O)c1ccc(Cl)nc1
    4	4	0.92	-5	-1	-5	8	0.2	0.96
Cc1c(NC(=O)c2nn3c(c2Br)NC(c2ccccc2)CC3C(F)(F)F)c(=O)n(-c2ccccc2)n1C (stereo not drawn)
    -4	-9	0.96	-3	-1	-13	4	-1.2	1.1
O=C(c1ccccc1)N1N=C(c2ccco2)CC1c1cccs1 (stereo not drawn)
    -3	12	1	-4	-2	6	0	-0.7	0.89
O=C(COC(=O)c1cc[n+]([O-])cc1)Nc1ccc2c(c1)OCCO2
    2	11	1	-3	0	-4	-2	-0.6	0.89
O=C(Nc1nc(-c2ccncc2)cs1)C1COc2ccccc2O1 (stereo not drawn)
    -2	16	0.82	36	-4	-8	18	-1.2	0.84
CC1CCN(CCCNC(=O)c2coc3nc4ccccc4nc23)CC1
    -9	5	0.96	-4	-2	0	4	-0.8	0.95
O=C(O)CCn1c(=O)[nH]c(=O)n(CCC(=O)O)c1=O
    -2	1	1	-4	-4	-5	-2	-1.4	0.99
COc1ccc(-c2csc(N(CCCN(C)C)C(=O)c3ccccc3F)n2)cc1
    48*	7	0.96	-9	-3	1	4	2.0	0.93
